Source: PubChem (National Center for Advancing Translational Sciences (NCATS))
NPSR antag: blocks cAMP signaling of the human neuropeptide S receptor; Q6W5P4; CHO-NPSR cells, cAMP TR-FRET, antagonist mode; Potency, µM (series often up to 38.3 µM), for the others: at the top dose activity change, negative = inhibition, usual class: inhibitors; 220,000 compounds, 1% hits; AID 1461; note: % is set by controls: 0 for no effect and ±100 for the full control effect; nearly all actives have a fitted effect of over 50% in size; many of its hits are not listed in these tables
Target sequence (Q6W5P4 whole entry, looked up): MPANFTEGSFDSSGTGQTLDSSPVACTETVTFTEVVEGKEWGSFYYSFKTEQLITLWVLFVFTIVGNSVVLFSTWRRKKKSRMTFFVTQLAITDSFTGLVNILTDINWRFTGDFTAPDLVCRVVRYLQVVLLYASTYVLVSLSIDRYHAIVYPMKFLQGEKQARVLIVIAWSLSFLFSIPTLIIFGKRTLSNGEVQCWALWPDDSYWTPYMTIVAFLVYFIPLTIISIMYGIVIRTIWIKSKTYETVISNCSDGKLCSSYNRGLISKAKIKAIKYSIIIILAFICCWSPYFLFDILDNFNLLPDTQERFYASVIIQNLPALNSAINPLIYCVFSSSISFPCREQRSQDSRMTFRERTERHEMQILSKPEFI
GAA inh: blocks human lysosomal alpha-glucosidase. P10253. purified human GAA, 4-MU-alpha-glucoside fluorescence. Potency, µM (titrated, usually from 76.9 µM), inactives show at the top dose activity change, negative = inhibition, actives largely listed as inhibitors. 200,000 compounds, 0.005% hits;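 note: plate controls were uninhibited enzyme wells for no effect and no-enzyme background for full effect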
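Fluorogenic assay: 4 nM human alpha-glucosidase with 400 uM 4-methylumbelliferyl-alpha-D-pyranoside in 50 mM citrate/phosphate, 0.005% Tween-20, pH 5.0, 20 min at room temperature. Compounds tested up to 77 uM; AC50 from Hill fits.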
Epigenetic reg: regulators of epigenetic silencing causing reporter derepression in mouse cells. murine LDR cells, GFP reporter derepression, 30 h. Potency, µM (highest dose often 53.9 µM), without a hit: at the top dose GFP activation, usual class: activators. 280,000 compounds, 0.2% hits. AID 1865; note: % of control where 0% means no effect; nearly all actives have a fitted effect of over 60% in size
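In this reporter-derepression format, murine cells bearing a silenced integrated CMV-GFP locus incubate with test compound (30 h, 37 C), then are washed and imaged; fluorescent objects of 20–120 um count as induced cells.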
ALDH1A1 inh: ALDH1A1 (human) enzyme inhibition; Potency, µM (titrated, usually from 75.3 µM), for the others: at the highest dose activity, negative = inhibition, most hits filed as inhibitors; Purified ALDH1A1, NADH fluorescence, propionaldehyde substrate; 220,000 compounds, 7.3% hits; P00352; active = well fitted inhibition curve with a large enough effect, not every such curve was filed as active; inconclusive = small, poorly fitted or top-dose-only effect, or another doubt; inactive = no such curve, though single readings can be large or run the other way;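 note: plate controls were no enzyme wells and a reference inhibitor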
GAA spleen mod: lysosomal alpha-glucosidase (human) modulation; Potency, µM (highest dose often 79.9 µM), without a hit: top-dose activity change, negative = inhibition, usual class: inhibitors; 240,000 compounds, 0.006% hits; P10253; human spleen homogenate, 4-MU-alpha-glucoside fluorescence;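 note: 0% = enzyme with vehicle and -100% = no enzyme basal signal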
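Enzyme source: human spleen homogenate, 1 ug/well. Buffer 50 mM citric acid/K phosphate pH 5.0, 0.01% Tween-20. 4-MU-alpha-glucoside 1 mM; 37 C x 40 min; NaOH/glycine stop; fluorescence.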
aGal spleen mod: inhibitors or activators of human alpha-galactosidase in spleen homogenate. human spleen homogenate, 4MU-alpha-Gal fluorescence, 40 min. P06280. 240,000 compounds, 0.008% hits. Potency, µM (doses to about 80 µM), inactives show at the top dose activity change, negative = inhibition, hits mostly inhibitors;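 note: 0% = enzyme with vehicle and -100% = no enzyme basal signal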
Target sequence (P06280 32-429 limits assumed): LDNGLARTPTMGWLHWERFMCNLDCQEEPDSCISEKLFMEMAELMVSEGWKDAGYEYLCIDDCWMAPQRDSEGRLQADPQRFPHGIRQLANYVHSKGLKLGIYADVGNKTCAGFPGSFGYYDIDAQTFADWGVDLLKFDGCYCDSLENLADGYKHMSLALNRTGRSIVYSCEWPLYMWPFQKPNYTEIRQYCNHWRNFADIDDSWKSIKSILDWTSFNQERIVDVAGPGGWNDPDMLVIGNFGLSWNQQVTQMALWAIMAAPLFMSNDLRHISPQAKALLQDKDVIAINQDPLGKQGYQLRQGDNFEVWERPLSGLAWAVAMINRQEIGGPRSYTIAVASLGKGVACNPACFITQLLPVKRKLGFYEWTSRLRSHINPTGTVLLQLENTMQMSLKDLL
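Human spleen homogenate (1 ug) as enzyme source, 4-methylumbelliferyl-alpha-D-galactopyranoside 1 mM final, citrate/phosphate pH 5.0 with 0.01% Tween-20. Compounds 40 min at 37C, NaOH/glycine stop; fluorescence Ex 365/Em 440, Hill-fit AC50.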
Tau fluor cs: counter-screen for tau fibril formation inhibitors. Potency, µM (titrated, usually from 57.7 µM), without a hit: at the top dose activity change, negative = decrease. tau K18 P301L (four-repeat tau fragment) Alexa594 fluorescence, heparin fibrillization. 280,000 compounds, 0.93% hits; note: % is set by controls: 0 for no effect and ±100 for the full control effect; nearly all actives have a fitted effect of over 55% in size
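Human K18 P301L tau (15 uM unlabeled plus 0.24 uM Alexa 594-labeled, final) in 100 mM sodium acetate pH 7 was mixed with compound and 20 uM heparin and incubated 6 hr at 37 C.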
GAA glycogen: inhibitors or activators of human alpha-glucosidase glycogen cleavage; AID 2100; P10253; recombinant GAA, glycogen substrate, Amplex Red glucose oxidase fluorescence; 300,000 compounds, 0.38% hits; Potency, µM (titrated, usually from 76.4 µM), without a hit: at the top dose activity change, negative = inhibition, hits mostly inhibitors;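 note: 0% = full enzyme reaction and -100% = no-enzyme basal signal; the screen sought inhibitors and activators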
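qHTS, 1536-well; enzyme 4 nM final; cpd up to 77 uM; substrate bovine liver glycogen 30 ug; 50 mM citrate/phosphate pH 5.0, 0.01% Tween-20; 37 C, 40 min; Amplex Red detection 45 min RT; Hill fit → AC50.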
* = called active by the depositor; u = inconclusive; x = not tested or not shown; & = joins results of further samples; [ ] = another dose, or the depositor's remark. Unless noted, calls come from the whole dose curve; as a rule, active = well fitted curve in the direction sought with a large enough effect; inconclusive = small, poorly fitted or top-dose-only effect, or another doubt; inactive = no such curve, though single readings can be large; an effect the other way counts as inactive or inconclusive. Potency is the fitted concentration of half-maximal effect. Some of the compounds tested. The share of hits here may be higher or lower than overall.

SMILES | NPSR antag | GAA inh | Epigenetic reg | ALDH1A1 inh | GAA spleen mod | aGal spleen mod | Tau fluor cs | GAA glycogen
O=C(Cn1cc2c(n1)CCCCC2)Nc1ccccc1Cl | -6% | x | -4.3% | x | -12% | -7% | 16%[0.0958 µM] | 2%
CCN(CC)C(=O)Cn1cnc2sc(C(=O)N3CCN(Cc4ccc5c(c4)OCO5)CC3)c(C)c2c1=O | 13% | -6% | 1.4% | -14% | -11% | 0% | -9% | 8%
Cc1ccc2nsnc2c1NS(=O)(=O)c1c(C)ccc2nsnc12 | -9%[46.1 µM] | 3% | -1.0% | -4% | 2% | 8% | -9% | 3%
Cc1cc(NC(=O)CSc2nnc(COc3ccccc3)n2Cc2ccco2)no1 | -15%[46.1 µM] | 0% | 0.7% | 8% | 6% | 4% | 2% | 1%
C#CCn1ccc(O)c(Cc2c(F)cccc2Cl)c1=O | 12% | u | -0.5% | 5% | -3% | -5% | 1% | -9%
CCOC(=O)C1CCCN(C2CCN(Cc3nc(-c4ccccc4)no3)CC2)C1 (stereo unspecified) | -3% | x | 0.0% | 3% | -2% | -11% | 7% | -1%
CC(=O)OCC(=O)[C@@]12OC(C)(C)O[C@@H]1C[C@H]1[C@@H]3C[C@H](F)C4=CC(=O)C=C[C@]4(C)[C@@]3(F)[C@@H](O)C[C@@]12C | -59% | 0%[15.4 µM] | 2.1% | 17% | -15% | -2% | 2% | -5%
O=C(Nc1cnccn1)c1ccncc1 | 1%[46.1 µM] | 0% | 0.0% | 3% | 7% | -1% | 1% | 6%
CC(C)Oc1ccccc1C1CC(=O)Nc2cc3c(cc21)OCO3 (stereo unspecified) | u | -3% | -1.1% | 0% | -2% | 5% | -23% | 4%
CCOC(=O)C1(c2nc(N)cs2)COC(=O)C1 (stereo unspecified) | 4%[46.1 µM] | -2% | -2.0% | -1% | -5% | -2% | 5% | 6%
O=C(O)C1SCCN1S(=O)(=O)c1ccc2ccccc2c1 (stereo unspecified) | -11%[46.1 µM] | -4% | 0.0% | u | -1% | -4% | -9% | 3%
O=C(COC(=O)C(Cc1ccccc1)NC(=O)c1ccco1)NC1CC1 (stereo unspecified) | -19%[46.1 µM] | u | 0.1% | -4% | -5% | -1% | -4% | 4%
CC1CCCCC1NC(=S)Nc1ccc(SC(F)F)cc1 (stereo unspecified) | -8%[46.1 µM] | -15% | -1.0% | -4% | -1% | -4% | u | -24%
COc1cc(/C=C/C(=O)OCC(=O)Nc2ccccc2Cl)cc(OC)c1OC | -2% | 15% | -2.6% | u | 0% | 2% | -1% | 0%
Cc1cccc(N2C(S)=C(C#N)C(=O)NC2c2cccs2)c1 (stereo unspecified) | -10% | 5% | 1.0% | -2% | -8% | -4% | -29% | 3%
CCS(=O)(=O)c1ccc(O)c(NC(=O)COc2ccc(Cl)cc2)c1 | -14% | 0% | -1.1% | u | -5% | -8% | 5% | 9%
Cc1onc(-c2ccccc2Cl)c1C(=O)N1CCOC12CCN(c1cccc(F)n1)CC2 | -28% | 8% | 0.1% | 1% | 3% | 6% | -6% | 3%
Cn1cc(CN2CC3C[C@@H]4CC2C[C@H](C3)C4)c(-c2ccc3c(c2)OCCO3)n1 | 3% | -11% | 0.0% | -10% | -8% | -2% | -1% | -6%
Cc1cc(C(=O)OCC(=O)NCCC(C)C)c2ccccc2n1 | 4%[46.1 µM] | -15% | -2.5% | u | 4% | 3% | -13% | 3%
CCc1cc2c(=O)c(-c3ccc4c(c3)OCCO4)coc2c(CN2CCCCC2C)c1O (stereo unspecified) | 10µM* | -10% | 4.3% | u | 4% | -27% | u | -1%
C=CCc1cc(Cl)ccc1OCCNCCOC | 18% | 10% | -1.3% | 2% | -4% | -2% | -24% | 18%
O=c1nc2ccccc2c2n1CC(CN1CCN(c3ccccc3F)CC1)N2 (stereo unspecified) | 0%[46.1 µM] | 6% | -0.9% | 7% | 1% | 1% | -10% | 2%
O=C(CNC1CCCCCC1)c1cccs1 | 18% | 0% | -1.1% | 6µM* | -1% | -4% | -1% | 9%
CCn1cc(C(=O)OCC(=O)c2cc(C)n(-c3ccc(OC(F)F)cc3)c2C)c(=O)c2ccc(C)nc21 | 2% | -6% | -3.0% | 10µM* | -2% | 4% | -8% | 0%
Cc1cc(C(=O)O)c2ccccc2n1 | -10%[46.1 µM] | 1% | -4.5% | 10% | 5% | 2% | -6% | -1%
COc1ccc(CCNC(=O)C(=O)NN=C2CCCCCCC2)cc1OC | 4% | x | -1.8% | x | -10% | 5% | -9% | -2%
NC(=O)c1ccccc1N=Cc1ccccn1 | 12%[46.1 µM] | 6% | 0.0% | u | -4% | 0% | -8% | 1%
O=C(CCNC(=O)c1ccc([N+](=O)[O-])cc1)Nc1ccc(N2CCOCC2)cc1N1CCOCC1 | 15% | 2% | -3.3% | 11% | -15% | -3% | -2% | 1%
Cc1ccc(-c2nc3ccc(Cl)cc3n2OC(C)C(=O)O)cc1 (stereo unspecified) | -15% | 9% | -0.9% | 1% | 0% | -3% | 1% | 16%
O=C(O)CCSc1nnc(SCC(=O)NCC(F)(F)F)s1 | 15% | -4% | -2.0% | -2% | -5% | -2% | 3% | 14%
CCOc1ccccc1NC(=O)C(OC(=O)c1ccc(CC)cc1)c1ccccc1 (stereo unspecified) | -35% | -20% | 0.9% | u | -1% | 4% | -11% | -9%
CC(=O)c1cccc(NC(=O)N[C@@H](CC(C)C)C(=O)O)c1 | 4%[46.1 µM] | 4% | -1.1% | 4% | -14% | 3% | -3% | 1%
COc1cccc(N(C(=O)CS(=O)CC(=O)Nc2ccc(F)cc2)C(C(=O)NC2CCCCC2)c2cccs2)c1 (stereo unspecified) | 12% | 3% | 0.0% | 7% | 1% | 16% | 0% | 3%
Cn1c(CNC(=O)c2ccc(Cl)cc2)nnc1SCC(=O)Nc1sc2c(c1C#N)CCCC2 | -9%[46.1 µM] | -4% | 9.0% | u | -1% | 7% | -8% | -1%
O=C(CSc1nnnn1-c1ccc(F)cc1)Nc1ccc(N2CCOCC2)c(Cl)c1 | -11%[46.1 µM] | -2% | -2.9% | u | -15% | 4% | u | -5%
CCC(=O)c1c(NC(CC)CO)cc(C)oc1=O (stereo unspecified) | 38% | u | 2.4% | 5% | 4% | -2% | -4% | -3%
O=C(Nn1c(C2CCCCC2)nc2ccccc2c1=O)c1ccc([N+](=O)[O-])cc1 | 10% | -15% | -1.0% | -10% | 1% | 1% | -8% | 1%
O=C(/C=C/c1ccc(Cl)cc1)N(c1ccccn1)C1CCCCC1 | -28% | -10% | 0.0% | -6% | -5% | -2% | -8% | 10%
CN(C)C(=O)c1ccc(-c2ccc3ncnc(NC4CCNCC4)c3c2)cc1 | x | x | -1.7% | u | 9% | 5% | -15% | x
O=C(CSc1nccc(=O)[nH]1)c1c[nH]c2ccccc12 | 0%[7.67 µM] | x | 2.4% | x | 0% | -11% | -13% | 7%

Looked up above.
Result of Cc1cc(C(=O)OCC(=O)NCCC(C)C)c2ccccc2n1 in aGal spleen mod: 3%
Result of CCc1cc2c(=O)c(-c3ccc4c(c3)OCCO4)coc2c(CN2CCCCC2C)c1O (stereo unspecified) in GAA glycogen: -1%

Additional entries follow:
SMILES | NPSR antag | GAA inh | Epigenetic reg | ALDH1A1 inh | GAA spleen mod | aGal spleen mod | Tau fluor cs | GAA glycogen
CC(=O)Nc1ccccc1NS(=O)(=O)c1ccccc1[N+](=O)[O-] | -9% | -7% | -0.5% | 9% | -4% | 3% | -1% | 3%
O=[N+]1C2=C(CCCC2)N([O-])C12CCCC2 | -9%[46.1 µM] | -6% | 3.5% | u | -4% | 0% | -2% | -3%
COc1ccc(/C=N/NC(=O)c2cccc(C(F)(F)F)c2)cc1 | 5% | 13% | 0.1% | 143%[activator] | -3% | 4% | -18% | -10%
OCCN1CCN(CCCN2c3ccccc3C=Cc3ccccc32)CC1 | 3%&4%[46.1 µM] | x | 1.0%&1.1% | -3%&3% | 7%&-7%&-4% | 9%&-8%&3% | -4%&-24% | x
Cc1cccc(N(Cc2ccc(Cl)cc2)S(C)(=O)=O)c1 | -13% | 0% | -0.1% | 6% | 5% | 2% | -12% | 10%
O=C(NCCCCc1ccccc1)C12CN(Cc3ccccc3)CC1C(c1cccc([N+](=O)[O-])c1)=NO2 (stereo unspecified) | -27%[46.1 µM] | -2% | -0.9% | u | -8% | -8% | -21% | -10%
CC(=O)n1cc(/C=N/NC(=O)c2sc(C)nc2C)c2ccccc21 | -15%[46.1 µM] | -7% | -1.1% | u | -9% | -2% | -30% | 4%
CCc1nn(-c2ccccc2)c(N)c1-c1ccc(OC)c(OC)c1 | -21%[46.1 µM] | -10% | -0.1% | 10% | 0% | 5% | -7% | -16%
CN(C)S(=O)(=O)c1ccc(Cl)c(NC(=O)CSc2nc3c(cc2C#N)C(=O)CC(C)(C)C3)c1 | -19% | u | 4.5% | u | -2% | 1% | -13% | 2%
O=c1[nH]c2c(s1)C(c1ccc(O)cc1)C1C3CCC(C3)C1S2 (stereo unspecified) | 10µM* | -20% | 0.8% | 11µM* | 0% | 5% | -23% | -19%
CCc1nnc(NC(=O)c2ccc(-c3ccccc3Cl)o2)s1 | 2%[46.1 µM] | 3% | 3.2% | u | 3% | -5% | -8% | 4%
Cc1ccnc(NC(=O)Nc2ccc(Br)cc2Cl)c1 | 10% | 2% | 2.4% | 4% | -10% | -10% | 1% | -1%
CCOc1ccc(NC(=O)C2C(C(=O)O)C3(Cl)C(Cl)=C(Cl)C2(Cl)C3(Cl)Cl)cc1 (stereo unspecified) | 29% | -9% | -1.0% | -18% | 2% | 2% | -26% | -23%
COc1ccc2[nH]c(O)c(N=NC(=O)Cc3cccs3)c2c1 | -50% | x | -4.7% | x | 7% | 10% | u | -7%

Record cards, from the list above:
Shown for `CN(C)S(=O)(=O)c1ccc(Cl)c(NC(=O)CSc2nc3c(cc2C#N)C(=O)CC(C)(C)C3)c1` → NPSR antag: -19%; GAA inh: u; Epigenetic reg: 4.5%; ALDH1A1 inh: u; GAA spleen mod: -2%; aGal spleen mod: 1%; Tau fluor cs: -13%; GAA glycogen: 2%
Shown for `COc1ccc(/C=N/NC(=O)c2cccc(C(F)(F)F)c2)cc1` → NPSR antag: 5%; GAA inh: 13%; Epigenetic reg: 0.1%; ALDH1A1 inh: 143%[activator]; GAA spleen mod: -3%; aGal spleen mod: 4%; Tau fluor cs: -18%; GAA glycogen: -10%
